Rab7 wt modul: alters GTP binding to wildtype dog Rab7 | GST-Rab7 beads, fluorescent GTP binding, flow cytometry; actives lie on both sides; untreated = 100%, excess cold GTP = 0% | 190,000 tested, 0.055% active | GTP binding activity (percent of control), % at 10 µM;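 active = fluorescent GTP binding to Rab7 beads changed by at least 20 points from the 100% baseline, either direction, mostly lower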;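 note: median green fluorescence of bound Bodipy-FL-GTP per Rab7 bead population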
Rac1 wt modul: modulators of human Rac1 wildtype GTP binding. AID 757. P63000. 190,000 tested, 0.27% active. GST-Rac1 beads, fluorescent GTP binding, flow cytometry; actives lie on both sides; 0 = cold GTP competed, 100 = untreated. GTP binding activity (% of control), % at 10 µM;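 active = GTP binding activity at least 20 points away from the 100% control level, either lower or higher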
Rab2A wt mod: changes GTP binding to wildtype dog Rab2A, up or down; 190,000 tested, 0.19% active; GTP binding activity, % at 10 µM; P61105; GST-Rab2 wt beads, Bodipy-GTP binding, flow cytometry;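 active = GTP binding activity at least 20 points away from 100%, either lowered or raised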;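 note: 0% = beads with excess unlabeled GTP and 100% = no-compound control corrected for plate trend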
Rac1 act GTP bind: modulators of GTP binding to human Rac1 activated mutant; GST-Rac1 activated beads, fluorescent GTP binding, flow cytometry; actives lie on both sides; 100% means binding = to untreated wells; percent activity (GTP binding), % at 10 µM; 190,000 tested, 0.11% active;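 active = GTP binding at least 20 percentage points away from the 100% baseline, in either direction, so actives lie on both sides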
HRas wt GTP: human HRas wildtype GTP binding, change in either direction; 190,000 tested, 0.14% active; P01112; GST-Ras wt beads, Bodipy-FL-GTP binding, flow cytometry; actives lie on both sides; AID 759; GTP binding activity, % at 10 µM;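 active = GTP binding activity at least 20% away from the 100% baseline, either lowered as inhibitor or raised as activator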;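 note: 0% = unlabeled GTP competition control and 100% = no-compound control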
Target sequence (P01112 whole entry, looked up): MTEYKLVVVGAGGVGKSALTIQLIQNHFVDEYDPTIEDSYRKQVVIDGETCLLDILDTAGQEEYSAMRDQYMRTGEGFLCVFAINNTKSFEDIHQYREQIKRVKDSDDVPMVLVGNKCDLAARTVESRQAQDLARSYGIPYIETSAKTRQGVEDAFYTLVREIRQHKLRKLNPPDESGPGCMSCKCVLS
Bcl-W Bim block: inhibitors of Bim-Bcl-W interaction, human; 190,000 tested, 0.02% active; Q92843; inhibition, % at 10 µM; bead-based flow cytometry, Bim peptide-Bcl-W binding;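 note: 0% = bound tracer without compound and 100% = peptide blocker; higher means less fluorescent Bim peptide bound to Bcl-W beads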
Target sequence (Q92843 whole entry, looked up): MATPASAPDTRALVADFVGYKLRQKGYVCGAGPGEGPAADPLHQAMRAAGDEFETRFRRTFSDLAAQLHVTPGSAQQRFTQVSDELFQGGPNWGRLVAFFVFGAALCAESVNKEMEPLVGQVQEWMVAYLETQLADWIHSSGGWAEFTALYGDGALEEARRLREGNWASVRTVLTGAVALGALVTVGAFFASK
Bim-Bcl-B: human Bim-Bcl-B interaction inhibition; AID 951; inhibition, % at 10 µM; bead-based flow cytometry, Bim peptide-Bcl-B binding; 190,000 tested, 0.073% active;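 note: 0% = tracer peptide without compound and 100% = reference inhibitor peptide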
Target sequence (Q9HD36 whole entry, looked up): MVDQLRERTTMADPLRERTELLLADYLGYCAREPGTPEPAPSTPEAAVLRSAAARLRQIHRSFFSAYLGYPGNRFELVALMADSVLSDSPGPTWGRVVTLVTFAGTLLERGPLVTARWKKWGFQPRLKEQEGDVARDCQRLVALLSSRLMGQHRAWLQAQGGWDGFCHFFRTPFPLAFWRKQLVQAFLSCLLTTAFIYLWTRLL
Bim-Bcl-2: human Bim-Bcl-2 interaction inhibition. 190,000 tested, 0.06% active. Bead-based flow cytometry, Bim peptide-Bcl-2 binding. P10415. inhibition, % at 10 µM; in the data active = inhibition above about 40%;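 note: 0% = no compound wells with probe peptide and 100% = reference peptide inhibitor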
Cdc42 wt GTP: changes GTP binding to wildtype human Cdc42. GST-Cdc42 beads, Bodipy-GTP binding, flow cytometry; actives lie on both sides. percent activity (GTP binding), % at 10 µM. 190,000 tested, 0.2% active. AID 761;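 active = percent activity GTP binding at least 20 points away from the 100% baseline, either down as inhibitor or up as activator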;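 note: median bead fluorescence of bound Bodipy-FL-GTP at 100 nM; 0% = excess unlabeled GTP control and 100% = no compound control; below 100% means less GTP binding so inhibitor and above means activator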
Bfl-1 Bim block: disrupts Bim binding to human Bfl-1; Q16548; Bead-based flow cytometry, Bim-Bfl-1 binding inhibition; inhibition, % at 10 µM; 190,000 tested, 0.12% active;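 note: 0% = wells without compound plus tracer and 100% = blocker peptide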
Bcl-XL Bim block: disrupts Bim peptide binding to human Bcl-XL; Q07817; bead flow cytometry, fluorescence; inhibition, % at 10 µM; 190,000 tested, 0.04% active; AID 1007
Target sequence (Q07817 whole entry, looked up): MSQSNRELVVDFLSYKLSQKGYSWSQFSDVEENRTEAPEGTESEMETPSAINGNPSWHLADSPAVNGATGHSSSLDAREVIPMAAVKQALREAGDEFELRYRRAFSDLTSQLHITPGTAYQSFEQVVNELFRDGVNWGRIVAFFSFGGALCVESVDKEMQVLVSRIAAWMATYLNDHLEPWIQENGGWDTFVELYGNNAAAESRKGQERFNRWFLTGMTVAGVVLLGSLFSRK
Starred values were filed as active, the others as inactive. Cut-off read from the data, not from the text of the source, unless noted: active = inhibition above about 40%.

Molecule	Rab7 wt modul	Rac1 wt modul	Rab2A wt mod	Rac1 act GTP bind	HRas wt GTP	Bcl-W Bim block	Bim-Bcl-B	Bim-Bcl-2	Cdc42 wt GTP	Bfl-1 Bim block	Bcl-XL Bim block
CC(C)Cc1nc(SCc2cccnc2)c2c(=O)n(C)c(=O)n(C)c2n1	102	101	97	95	98	-11	-7	-3	95	-5	-15
Cc1ccc(CC2S/C(=N/c3ccccn3)NC2=O)cc1 (stereo not given)	98	95	98	97	99	1	1	0	98	0	0
Cc1ccnc(NC(=O)/C=C/c2ccccc2[N+](=O)[O-])c1	93	94	95	93	93	0	0	-2	94	1	1
CC(C)CNC(=O)c1ccc(COc2ccc(Cl)cc2Cl)o1	99	102	101	100	99	-2	-2	-6	100	-2	3
Cc1cc(/C=C(\C#N)C(=O)NCC2CCCO2)c(C)n1-c1ccc(Cl)cc1 (stereo not given)	97	94	93	94	96	1	-4	-7	95	-14	-3
COc1cccc(-c2cc3nc4c(c(N5CCC6(CC5)OCCO6)n3n2)CCC4)c1	99	98	96	95	98	3	0	-1	97	1	2
CCN(CC(=O)Nc1ccc(NC(C)=O)cc1)c1ccc(C(F)(F)F)cn1	104	106	98	100	100	-4	-5	-7	99	-2	-5
O=C(CCC1CCCN(Cc2ccc3c(c2)OCCO3)C1)NCc1ccc(F)c(F)c1 (stereo not given)	101	97	96	95	96	-4	-7	-5	98	-8	-6
COc1ccc2c(c1)CCN(C(=O)CCl)C2C1C(=O)CCCC1=O (stereo not given)	98	105	101	102	102	1	-1	-2	101	0	0
COCCn1c(SCC(=O)NCc2ccccc2)nnc1-c1ccco1	100	107	99	98	102	-2	-5	-2	102	-1	-5
CC1CCCC(C)N1/N=C/c1ccc(C#N)cc1 (stereo not given)	101	97	99	96	96	-2	0	-5	95	-6	-1
Cc1nc(SCC(=O)Nc2ccc(Cl)cc2[N+](=O)[O-])nc(C)c1C	98	101	95	96	98	-7	-34	1	99	14	-9
CCC(=O)NC(=S)Nc1cccc(NC(=O)c2ccccc2)c1	102	98	98	93	98	0	0	-3	97	-4	0
Cc1csc(NC(=O)C(CC(C)C)NS(=O)(=O)c2ccc3c(c2)oc(=O)n3C)n1 (stereo not given)	103	104	101	96	100	0	4	5	101	5	4
CCc1ccc(-c2nc(CN3CCC(C(=O)N4CCN(c5ccccn5)CC4)CC3)c(C)o2)cc1	98	105	98	98	100	-2	-2	-5	100	-8	-3
CCOc1ncccc1C(=O)OCC(=O)NC1CC1	93	95	97	95	97	2	1	1	96	-3	1
N/C(=N\OS(=O)(=O)c1ccc2ccccc2c1)c1ccncc1	97	101	95	97	100	-3	-10	-14	102	-17	-10
O=C1NC(c2ccccc2)(C(F)(F)F)SC2=NCCCN12 (stereo not given)	101	103	100	98	101	2	-3	-6	96	-8	1
CC(=O)Nc1ccc(S(=O)(=O)NC(CC(=O)NCCCN2CCOCC2)C(C)C)cc1 (stereo not given)	97	100	100	99	101	0	-1	-3	103	-1	-3
N#CC1=C(SCC(=O)Nc2ccccc2)NC(=O)CC1c1ccco1 (stereo not given)	94	99	96	94	97	-3	-6	9	95	1	-7
CCOc1ccc(NC(=S)NC(C)C(c2ccccc2)N2CCN(C)CC2)cc1 (stereo not given)	96	103	96	96	97	0	0	-2	97	-3	-7
Cc1ccnc(NS(=O)(=O)c2ccc(NC(=O)c3cc(-c4ccc(Br)cc4)nc4ccccc34)cc2)n1	101	104	96	99	100	0	-2	0	94	-5	-4
Nc1nc(Br)c2c(F)cccc2c1-c1ccc(Cl)cc1	101	106	101	99	100	2	-3	-3	101	-9	-8
CC(C)N1CC2(c3ccccc3)CN(C(C)C)CC(c3ccccc3)(C1)C2=O	103	103	102	99	102	-1	3	-4	103	-2	0
CC(C)NCCOc1cccc(Br)c1	101	106	104	102	102	1	-4	-8	105	-8	-4
Cc1c(NC(=O)/C(C#N)=C/c2ccccc2)c(=O)n(-c2ccccc2)n1C	96	97	96	96	96	-2	-3	-2	95	-6	-2
COc1ccc(N(C(=O)c2ccco2)C(C(=O)NC2CCCC2)c2cccs2)cc1 (stereo not given)	97	97	96	96	96	-2	-5	-1	96	-8	-3
COC(=O)Cc1c[nH]c2cccc(OCC(O)CN(Cc3ccc([N+](=O)[O-])cc3)C(C)(C)C)c12 (stereo not given)	100	103	100	100	101	5	-1	4	102	6	4
CCOC(=O)N1CCC(C(N)=O)CC1	99	105	100	100	101	1	-6	-9	102	-17	-4
O=C(N/N=C/c1ccc(C(=O)O)cc1)C1=NNC(c2ccccc2)(c2ccccc2)C1	98	96	96	95	95	0	0	0	96	-4	0
Cc1cc(C(=O)CN2CCCC2)c(C)n1-c1ccc(Cl)cc1	104	98	102	95	98	-5	-6	-1	103	-3	-1
Cc1ccc(-c2cnc3cc(C)nn3c2)cc1	87	94	92	93	92	-3	-5	-2	96	-3	-2
COC(=O)c1ccc(COc2ccccc2/C=C(\C#N)C(=O)Nc2ccccc2C)cc1	99	104	99	100	99	-8	-6	-2	99	1	-7
C/C(N)=C(/C#N)C(=O)COC(=O)COc1ccc(Cl)cc1C	98	95	97	96	98	-1	-1	-3	101	-1	-1
Oc1c(C(c2ccccn2)N2CCCCC2)cc(Cl)c2cccnc12 (stereo not given)	95	95	97	96	93	0	-5	2	91	10	-5
Cc1nn(-c2ccc(Cl)cc2)c(=O)c2ccccc12	95	96	94	98	94	-1	-1	-7	95	-4	-1
O=C(CCn1c(=S)[nH]c2cc3c(cc2c1=O)OCO3)N1CCc2ccccc2C1	99	102	96	98	97	-2	-15	-14	96	-13	-8
O=C(NC(NC1CCS(=O)(=O)C1)C(Cl)(Cl)Cl)c1cccc(Cl)c1 (stereo not given)	100	102	100	98	102	0	1	-1	103	0	1
CN1/C(=C\C(=O)CSc2nnc(NCc3ccccc3)s2)C(C)(C)c2ccccc21	97	97	93	99	95	-2	-31	2	97	8	-4
COc1cccc(-c2cc(C(=O)N3N=C(C)CC3(O)C(F)F)c3ccccc3n2)c1 (stereo not given)	97	94	95	92	93	0	5	5	97	3	1
CCCCOC(=O)c1ccc(NC(=O)c2cnc3n(c2=O)CCS3)cc1	102	104	100	97	100	-1	-9	-12	100	-21	-9
CCN(CC)c1ccc(NC(=O)CN2C(=O)CC(C)(C)S(=O)(=O)c3ccccc32)c(C)c1	100	102	102	102	101	0	-6	-7	105	-7	-3
CCOC(=O)C1CCCCN1Cc1cn[nH]c1-c1ccc(F)cc1F (stereo not given)	98	99	97	100	96	-3	-4	-1	98	-3	-4
Cc1ccc(NC(=O)CSc2nnc(Cc3cccn3C)n2-c2ccc(F)cc2)cc1	98	102	98	100	97	-2	-5	-1	98	-2	0
O=C1C2C3C=CC(C3)C2C(=O)N1c1nccs1 (stereo not given)	100	102	99	99	102	1	1	0	101	-5	2
O=C(c1ccc2c(c1)OCO2)C1CCCN(Cc2ccc3cccc(F)c3n2)C1 (stereo not given)	95	99	94	94	95	0	-1	-2	97	-5	0
CCOC(=O)c1sc(C)c2c(=O)n(CC(=O)c3ccc(Br)cc3)nnc12	102	101	104	99	104	0	-3	-1	102	-2	-2
CCOC(=O)/C(C#N)=C\c1ccco1	104	107	103	98	102	-2	-10	-10	103	-18	-5
COc1ccc(C(=O)/C=C/C(=O)N(Cc2ccc3c(c2)OCO3)C(C(=O)NC2CCCCC2)c2ccncc2)c(O)c1 (stereo not given)	97	103	98	100	101	0	-5	-2	98	0	-6
O=C(COC(=O)c1cc(Cl)ccc1Cl)NCCN1C(=O)CSC1=O	102	104	102	101	102	-1	-3	0	101	1	-1

Reformatted with values under each structure: entries from further up
Order of results: Rab7 wt modul, Rac1 wt modul, Rab2A wt mod, Rac1 act GTP bind, HRas wt GTP, Bcl-W Bim block, Bim-Bcl-B, Bim-Bcl-2, Cdc42 wt GTP, Bfl-1 Bim block, Bcl-XL Bim block
Cc1cc(C(=O)CN2CCCC2)c(C)n1-c1ccc(Cl)cc1
 : 104, 98, 102, 95, 98, -5, -6, -1, 103, -3, -1
CCCCOC(=O)c1ccc(NC(=O)c2cnc3n(c2=O)CCS3)cc1
 : 102, 104, 100, 97, 100, -1, -9, -12, 100, -21, -9
O=C1C2C3C=CC(C3)C2C(=O)N1c1nccs1 (stereo not given)
 : 100, 102, 99, 99, 102, 1, 1, 0, 101, -5, 2
CCOC(=O)N1CCC(C(N)=O)CC1
 : 99, 105, 100, 100, 101, 1, -6, -9, 102, -17, -4

Going on with the list.
Molecule	Rab7 wt modul	Rac1 wt modul	Rab2A wt mod	Rac1 act GTP bind	HRas wt GTP	Bcl-W Bim block	Bim-Bcl-B	Bim-Bcl-2	Cdc42 wt GTP	Bfl-1 Bim block	Bcl-XL Bim block
Cc1ccc(NC(=O)C(=O)NCc2ccccn2)cc1	96	99	100	96	96	-3	-5	0	97	-5	-2
CC(C)Cn1c(-c2ccccc2F)n[nH]c1=S	94	96	96	94	95	-3	-21	-1	97	2	0
Cc1cccc(NC(=O)CCc2c(C)nc3ncnn3c2C)n1	103	101	99	97	104	0	1	-3	103	-2	0
CCc1nc2sc3c(c2c(=O)n1N)CC(C)(C)OC3	96	102	98	101	99	-1	-4	0	101	-1	0
CCN=c1scc(C)n1/N=C/c1cc(Br)c(O)c(OC)c1	106	101	99	96	99	0	-10	2	94	4	0
